Assay outcomes: PubChem, several laboratories
HTR5A ag = HTR5A agonists in luminescence cell assay, primary screen, counter-screen for OPRM1-OPRD1 heterodimer agonist project, full-deck HTS. 340,000 compounds, 0.61% hits. 5-hydroxytryptamine receptor 5A (Homo sapiens), P47898. cell-based. activation, % at 9.3 µM; in the data active = activation mostly above about 9.5%, no sharp cut-off; inactive = mostly below about 7.6%;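 also: 0% = cells with vehicle only and 100% = reference agonist; strong numbers were not always called active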
PvdQ inh = P. aeruginosa PvdQ acylase inhibitors, primary screen, biochemical, fluorescence, plate reader and imaging, single point; inhibition, % at 10 µM; 340,000 compounds, 0.063% hits; purified PvdQ acylase; AID 488965, 2010; in the data active = inhibition above about 30%, passing the limit was not always enough;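 also: 0% = vehicle neutral wells and 100% = reference inhibitor wells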
MITF TRPM1 HTS = activators of MITF-driven TRPM1 promoter reporter, primary screen, cell-based, SK-MEL-5, luciferase, single point; SK-MEL-5 TRPM1-promoter luciferase, 24 h; % of positive control, neutral wells = 0; activation, % at 12.5 µM; 300,000 compounds, 0.75% hits;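 active = mean activation of at least 80% with every replicate also reaching 80%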;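 also: 0% = neutral control wells and 100% = parthenolide positive control wells; values of inactives mirror those of a sister screen read the other way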
NSD2 HMT inh = NSD2 histone methyltransferase inhibitors, primary screen, biochemical, AlphaScreen, single concentration, set 2 | 310,000 compounds, 0.54% hits | inhibition, % at 12.5 µM | NSD2 peptide methylation, 120 min; in the data active = inhibition above about 50%
dFosB activator = activators of delta FosB homodimer, primary screen, biochemical, fluorescence polarization, TAMRA-CDK5 oligo, single point; Protein FosB (Mus musculus), P13346; purified delta FosB; percent of positive-control signal above neutral wells; activation, % at 25 µM; 340,000 compounds, 0.99% hits; AID 493131, 2011;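 active = mean activation above about 17%, with every replicate also reaching it, limit read from the data, passing the limit was not always enough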;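 also: fluorescence polarization rise as delta FosB binds a TAMRA Cdk5 AP-1 oligo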
Target sequence (P13346 whole entry, looked up): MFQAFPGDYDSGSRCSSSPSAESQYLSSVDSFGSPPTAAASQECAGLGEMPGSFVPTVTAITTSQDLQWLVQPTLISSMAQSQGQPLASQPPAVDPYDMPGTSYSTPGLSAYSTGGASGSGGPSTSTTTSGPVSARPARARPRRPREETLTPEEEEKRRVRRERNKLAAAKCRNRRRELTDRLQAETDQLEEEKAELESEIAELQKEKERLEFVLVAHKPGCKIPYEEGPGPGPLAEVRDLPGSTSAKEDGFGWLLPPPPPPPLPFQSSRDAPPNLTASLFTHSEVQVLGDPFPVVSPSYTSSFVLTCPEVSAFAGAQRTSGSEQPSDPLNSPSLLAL
V-ATPase pHluor = regulators of yeast V-ATPase proton pumping, primary screen, pHLuorin cytosolic pH fluorescence | S. cerevisiae | response, % at 10 µM | 350,000 compounds, 0.37% hits; in the data active = response mostly above about 7.3%, no sharp cut-off; inactive = mostly below about 5.4%; also: actives read high; inactives centre near 0; some compounds called inactive have numbers as strong as hits; reference of the scale not given here
SR-BI HDL uptake = inhibitors of SR-BI mediated HDL lipid uptake, primary screen, ldlA[mSR-BI] cells, fluorescence, single point. Scavenger receptor class B member 1 (Mus musculus), Q61009. ldlA[mSR-BI] CHO cells, DiI-HDL uptake fluorescence, 3 h. inhibition, % at 12.5 µM. 320,000 compounds, 0.96% hits;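 active = mean replicate inhibition of at least 70% and a set share of replicates each scoring 70 or more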;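 also: 0% = median of neutral control wells and 100% = median of positive control wells; values of inactives mirror those of a sister screen read the other way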
Wnt act = Wnt/beta-catenin pathway activators, primary screen, cell-based, plate reader, single point | activation, % at 9.35 µM | 300,000 compounds, 1.2% hits | Wnt/beta-catenin reporter cell assay, activator | AID 743398, 2014; in the data active = activation above about 30%, passing the limit was not always enough;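 also: 0% = neutral control wells and 100% = positive control wells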
HTR5A inv ctr = HTR5A inverse agonists in luminescence cell assay, primary screen, counter-screen for OPRM1-OPRD1 heterodimer inverse agonist project, full-deck HTS; 5-hydroxytryptamine receptor 5A (Homo sapiens), P47898; HTR5A cell line, inverse agonism; inhibition, % at 9.3 µM; 340,000 compounds, 0.083% hits; AID 504634, 2011; in the data active = inhibition mostly above about 23%, no sharp cut-off; inactive = mostly below about 18%;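 also: 0% = cells with DMSO and 100% = no-cell wells with DMSO; some compounds called inactive have numbers as strong as hits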
CDK5 inh = inhibitors of human CDK5/p35 kinase, primary screen, biochemical, single concentration. 330,000 compounds, 0.01% hits. Recombinant CDK5/p35, ADP-Glo luminescence, 60 min. inhibition, % at 10 µM. Cyclin-dependent kinase 5 (Homo sapiens) + Cyclin-dependent kinase 5 activator 1 (Homo …;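 active = highest replicate inhibition of at least 50% and at least 75% of replicates reaching 50%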;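 also: plate controls were DMSO neutral control for no effect and GW8510 at 10 µM for full effect; many of its hits are not listed in these tables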
Target sequence (Q00535 whole entry, looked up): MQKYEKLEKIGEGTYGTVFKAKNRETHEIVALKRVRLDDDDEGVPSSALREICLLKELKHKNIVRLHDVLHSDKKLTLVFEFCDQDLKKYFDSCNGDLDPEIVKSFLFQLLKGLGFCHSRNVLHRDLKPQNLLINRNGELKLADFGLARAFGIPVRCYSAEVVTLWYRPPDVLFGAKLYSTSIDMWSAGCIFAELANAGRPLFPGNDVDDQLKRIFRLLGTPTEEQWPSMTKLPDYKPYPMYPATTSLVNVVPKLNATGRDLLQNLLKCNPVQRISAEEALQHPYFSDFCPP
Target sequence (Q15078 whole entry, looked up): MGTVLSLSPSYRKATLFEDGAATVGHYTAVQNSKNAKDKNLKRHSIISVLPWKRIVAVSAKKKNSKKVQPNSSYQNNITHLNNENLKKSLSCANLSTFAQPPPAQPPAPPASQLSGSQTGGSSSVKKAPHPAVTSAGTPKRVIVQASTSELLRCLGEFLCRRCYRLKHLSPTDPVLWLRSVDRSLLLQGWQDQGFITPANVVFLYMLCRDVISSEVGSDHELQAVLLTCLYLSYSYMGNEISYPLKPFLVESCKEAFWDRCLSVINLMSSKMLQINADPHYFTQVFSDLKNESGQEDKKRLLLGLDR
The depositor's hits bear a star; . = not tested or not shown; & = joins results of further samples.

Molecule | HTR5A ag | PvdQ inh | MITF TRPM1 HTS | NSD2 HMT inh | dFosB activator | V-ATPase pHluor | SR-BI HDL uptake | Wnt act | HTR5A inv ctr | CDK5 inh
Cc1ccc(C(=O)N/N=C\C2CC=CCC2)cc1[N+](=O)[O-] (centres undefined) | 0 | -6 | -13 | 5 | -4 | 7 | -1 | 3 | 1 | 1.0
CC(NC(=O)C(=O)NCCCn1ccnc1)c1ccccc1 (centres undefined) | 3 | -11 | 2 | -2 | 0 | -1 | -4 | -1 | -9 | 1.3
O=C(NCc1ccc2c(c1)OCO2)c1ccc(CS(=O)Cc2cccc(Cl)c2)o1 (centres undefined) | -2 | 9 | -6 | -2 | -5 | 1 | 6 | 0 | 1 | 3.0
COC(=O)c1ccc(C2c3c(n[nH]c3C)C(=O)N2c2ccc(C)cc2)cc1 (centres undefined) | 3 | -14 | -7 | . | -12 | -2 | -5 | -3 | -10 | -1.7
CCOC(=O)[C@@H]1[C@H]2COc3cc(OC)ccc3[C@@H]2N2C(=O)N(c3ccc(C(F)(F)F)cc3)C(=O)[C@]12C | -2 | -14 | -1 | . | -14 | -1 | -22 | -8 | -1 | -0.6
Cc1cccc2cc(CN(Cc3cccs3)C(c3nnnn3C3CCCC3)C(C)C)c(=O)[nH]c12 (centres undefined) | 7 | -11 | . | 0 | -3 | 1 | -7 | -2 | 0 | -3.6
Cc1ccccc1C(C)NS(=O)(=O)c1ccc2c(c1)OCCO2 (centres undefined) | 1 | 29 | -2 | 0 | -1 | -1 | -2 | 0 | -2 | -0.2
COCCSc1nnc(NC(=O)CS(=O)(=O)c2ccccc2)s1 | 1 | -12 | 0 | . | -4 | 3 | -14 | 1 | -2 | -1.9
CCOC(=O)C(C)/C(C)=N/NC(=O)CCC(=O)Nc1cc(C)ccc1C (centres undefined) | 2 | -12 | -11 | 2 | -3 | 0 | 16 | -3 | -5 | -0.3
CC(C)NC(=O)N(Cc1ccccc1)Cc1cccs1 | 1 | 11 | -6 | -4 | 5 | -2 | -10 | -4 | 18 | 2.0
CC(C)n1nnc(-c2ccc(OCc3ccccc3F)cc2)n1 | -1 | -11 | . | -6 | -4 | 1 | 3 | 21 | 3 | -0.5
CC1(c2ccc(OC(F)F)cc2)NC(=O)N(CC(=O)NC2CCCCC2)C1=O (centres undefined) | 2 | -18 | -1 | 1 | -4 | 6 | -1 | . | 12 | -1.6
CC(Oc1ccc2c3c(c(=O)oc2c1)CCCC3)C(=O)NCc1ccccn1 (centres undefined) | -3 | 7 | -1 | 2 | -14 | 0 | -32 | -1 | -31 | 0.5
CCn1c2ccccc2c2cc(/C=N/NC(=O)c3ccncc3)ccc21 | -1 | -8 | -6 | 3 | -10 | 0 | 50 | -2 | -3 | 0.1
O=C(N/N=C/c1cccs1)C1CC(=O)N(c2ccccc2)C1 (centres undefined) | -5 | -17 | 9 | -1 | -7 | -1 | -20 | -5 | -13 | 1.2
CC1(c2ccc3c(c2)OCCCO3)NC(=O)N(CC(=O)NCCc2ccccc2)C1=O (centres undefined) | -1 | -12 | 1 | -6 | -10 | 3 | 13 | -1 | 6 | -0.8
NC(=O)c1ccc(NC(=O)CSc2nnc(C3CCCCC3)n2N)cc1 | 0 | -1 | -4 | -5 | -7 | -2 | 11 | 0 | 1 | -1.2
O=C(CNC1CCCCC1)Nc1cccc(C(F)(F)F)c1 | 1 | -12 | . | -5 | 1 | 0 | -13 | 1 | -24 | 0.4
Cc1ccccc1N=Cc1c(O)n(-c2nccs2)c(=O)c2ccccc12 | 0 | -6 | 4 | 0 | -12 | 2 | -5 | 3 | 0 | -0.8
CN1C(=O)C(C(=O)Nc2ccccc2F)c2ccccc21 (centres undefined) | 2 | -7 | -4 | 6 | 4 | 4 | 5 | -2 | -19 | 0.6
COc1cccc(-c2sc3ccc(OC)cc3c2-c2ccc(OC)cc2F)c1 | -4 | -3 | 45 | . | -2 | -1 | 33 | 22 | 20 | 0.5
O=[N+]([O-])c1ccc2c(c1)nc1n2CCCCC1 | -6 | -15 | 16 | -3 | 1 | -1 | -5 | -3 | 15 | 0.4
COc1ccc(CN2CCNC(=O)C2CC(=O)N(C)Cc2nc(C)cs2)c(OC)c1 (centres undefined) | 7 | 5 | -1 | 2 | -10 | -4 | -20 | -1 | -11 | 0.7
CC(C)CC(=O)NNC(=O)C(C)C | 4 | -8 | -7 | 1 | 5 | 1 | -30 | 0 | 18 | 0.4
CCS(=O)(=O)N1CCC(C(=O)c2ccc(Cl)cc2)CC1 | 2 | -7 | -1 | 2 | -7 | 1 | 2 | . | -16 | -0.8
COc1cc(/C=C2\SC(N)=NC2=O)cc(Cl)c1O | 1 | 11 | -2 | 68* | 2 | -3 | -18 | 3 | 23 | 1.0
Cc1c(NC(=O)CSc2ccccn2)c(=O)n(-c2ccccc2)n1C | 5 | -5 | -4 | -3 | -2 | 3 | 11 | . | 19 | -0.7
CSCC[C@H](NC(=O)COc1ccc(Cl)cc1)c1nc2ccccc2[nH]1 | -1 | -15 | -14 | 3 | -4 | -1 | 14 | 0 | 3 | -3.2
COc1ccc2c(c1)c1ncn(CCc3ccccc3)c(=O)c1n2C | 4 | 8 | 1 | -4 | -14 | 5 | 59 | . | -19 | -1.2
Cc1cccc(NC(=O)Nc2ccc(C)cc2Br)c1 | 8 | -14 | 33 | -2 | 20* | 0 | 53 | 20 | -39 | -0.1
COc1ccc(NC(=O)C(=O)N/N=C/c2cccnc2)c(OC)c1 | -1 | 10 | 0 | . | 0 | -3 | 9 | -2 | 3 | 1.6
CC(=O)Cc1nsc(NC(=O)c2ccc(-c3cccc(C(F)(F)F)c3)o2)n1 | 3 | -4 | -7 | -2 | -11 | 1 | -2 | . | -7 | -0.4
Cc1ccccc1C(=O)NC(CC(C)C)C(=O)OCc1cc(=O)n2cc(Br)ccc2n1 (centres undefined) | 5 | 3 | 60 | -2 | -10 | 0 | -7 | . | -10 | -1.1
O=C(c1cc2ccccc2oc1=O)N1CCCN(C(=O)c2cc3ccccc3oc2=O)CC1 | 0 | -2 | 2 | . | 0 | -1 | . | 8 | -12 | -0.2
Cc1cccc(CN2CCC(CNC(=O)Nc3ccccc3F)CC2)c1 | 0 | -20 | 6 | -2 | -8 | 2 | 2 | 4 | 1 | 0.0
Nc1c(C(=O)Nc2ccc(F)cc2)sc(=S)n1-c1ccccc1F | 4 | 9 | 51 | -2 | 3 | 0 | 16 | 5 | -11 | -0.6
OCCN(CC(O)Cn1ccc2ccccc21)CC(O)Cn1ccc2ccccc21 (centres undefined) | -5 | 2 | . | 1 | -5 | 0 | -48 | . | 12 | -1.9
C=CCc1ccccc1OCC(O)CN1CCN(Cc2ccc3c(c2)OCO3)CC1 (centres undefined) | -1&-1 | 2&-15 | -9 | 16&3 | -5&-6 | -5&-2 | -5&5 | -2 | 2&3 | 0.5&2.2
COc1ccc(C(=O)CCC(=O)Nc2ccc(N3CCN(C)CC3)cc2)cc1OC | 7 | -11 | 3 | 15 | 8 | 5 | -2 | -3 | -18 | -0.6
CSc1ccc(/C=C(\C#N)C(=O)NC2CCCCC2C)cc1 (centres undefined) | 4 | 6 | 1 | -2 | -9 | 0 | 28 | -2 | 11 | -1.8
COc1ccc(CNC(=O)C2CCCN(c3ncnc4c3nc3n4CCCCC3)C2)cc1 (centres undefined) | -2 | -12 | 2 | 35 | -15 | -2 | 1 | . | -49 | -1.4
O=C1OC[C@H]2CCCN2C(=O)[C@@H](CC(=O)N(CCO)Cc2ccccc2)C/C=C\C[C@@H]1Cc1ccc(F)cc1 | 5 | -2 | 2 | . | -5 | -8 | 14 | 16 | 5 | -0.3
CC(C)CCN1CCN(Cc2cccc(C(F)(F)F)c2)CC1CCO (centres undefined) | 0 | -1 | 10 | 7 | 7 | 0 | . | -5 | 2 | -0.4
O=C(NC(=S)NCCc1ccccc1)c1cccc(Cl)c1 | 4 | -7 | 5 | 1 | 1 | 0 | -13 | 3 | -14 | -1.1
CCOC(=O)C1CCN(C(=O)COC(=O)c2oc3ccccc3c2C)CC1 | 4 | -6 | 3 | -2 | -5 | 3 | 24 | -4 | -9 | -0.3
CCN1CCN(c2ncc(C(=O)Nc3c(F)cc(F)cc3Br)c3ccccc23)CC1 | 3 | -21 | 4 | 26 | -9 | -4 | 57 | . | -12 | -2.8
O=C(C[n+]1ccccc1)Nc1ccc(Cl)c([N+](=O)[O-])c1 | -3 | -3 | 0 | 3 | -3 | 0 | -22 | -2 | -2 | -0.2
CCCN1C(=O)C(O)(C2CC(=O)CC(C)(C)O2)c2ccccc21 (centres undefined) | 0 | 2 | -15 | 0 | -4 | -2 | -34 | -1 | 11 | -0.6
N#C/C(=C(/O)c1cccc(F)c1)c1nc2ccccc2s1 | 3 | 7 | 52 | 1 | -4 | 2 | . | 34* | -10 | -1.9
COc1ccccc1CN1CCNC(=O)C1CC(=O)NCCC1=CCCCC1 (centres undefined) | 2 | -8 | 1 | . | 1 | -3 | . | -1 | 7 | 0.6
Cc1cc(SCC(=O)NC2CC2)nc2ccccc12 | 6 | -6 | 4 | 0 | 1 | 1 | -3 | 2 | -16 | 0.0
COc1cc(C(=O)Nc2ccc(N3CCN(C(=O)c4ccc(C)cc4)CC3)cc2)cc(OC)c1OC | -7 | -10 | 2 | -1 | -14 | -2 | 76* | 1 | 18 | -3.0
O=C(Nc1nccs1)C1CC2CCC1C2 (centres undefined) | 4 | 5 | . | -3 | -6 | 1 | -18 | -5 | -11 | -1.9
O=C(/C=C/c1ccco1)OCC1CCCN2CCCCC12 (centres undefined) | -1 | -10 | -6 | -4 | -1 | 0 | -4 | -7 | 4 | 0.2
CC1CN(c2nc3ccccn3c(=O)c2/C=C(\C#N)S(=O)(=O)c2ccccc2)CC(C)O1 (centres undefined) | 0 | -2 | 3 | 1 | -4 | -4 | -24 | 1 | -21 | 0.1
CC1=C(c2ccc(F)cc2)[N+](=O)C(C)(C)N1[O-] | -1 | 1 | 6 | -3 | 0 | 0 | 1 | 0 | -26 | 0.0

An excerpt from above in order of the PvdQ inh value, lowest first.
| smiles | PvdQ inh | MITF TRPM1 HTS | NSD2 HMT inh | dFosB activator | V-ATPase pHluor | SR-BI HDL uptake | Wnt act | CDK5 inh |
| --- | --- | --- | --- | --- | --- | --- | --- | --- |
| O=C(/C=C/c1ccco1)OCC1CCCN2CCCCC12 (centres undefined) | -10 | -6 | -4 | -1 | 0 | -4 | -7 | 0.2 |
| CC(=O)Cc1nsc(NC(=O)c2ccc(-c3cccc(C(F)(F)F)c3)o2)n1 | -4 | -7 | -2 | -11 | 1 | -2 | . | -0.4 |
| N#C/C(=C(/O)c1cccc(F)c1)c1nc2ccccc2s1 | 7 | 52 | 1 | -4 | 2 | . | 34* | -1.9 |
